GPR55 antagonists = inhibition of LPI-stimulated GPR55 beta-arrestin translocation – imaging, U2OS, beta-arrestin-GFP, LPI agonist, primary screen (AID 2013); U2OS GPR55 beta-arrestin-GFP translocation imaging, LPI antagonism; higher % means a stronger effect; inhibition, % at 10 µM, or IC50 in µM where a hit was titrated; 0.13% of 290,000 active;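 active = spots per cell inhibited over 60%, with over 100 cells counted and total cytoplasm intensity under 500,000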;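 note: U2OS cells stably carrying GPR55 and arrestin-GFP stimulated by 5 µM LPI near EC80; imaged beta-arrestin-GFP aggregate spots per cell after agonist stimulation; plate controls were LPI-stimulated DMSO wells for no effect and DMSO wells without LPI for full effect; some results filed as inactive read as strong as hits; confirmed hits need IC50 under 10 µM and bright autofluorescent wells are also inconclusive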
NOD2 inhibition = inhibition of NOD2-driven NF-kB reporter – cell-based, luminescence, uHTS, HEK293 (AID 1566); HEK293 NOD2/NF-kB luciferase reporter, luminescence; higher % means a stronger effect; inhibition, % at 4 µM; hits with a dose series show EC50 in µM; 0.63% of 290,000 active; note: many of its hits are not listed in these tables
T cell modulator = modulates CD8 T cell binding to vesicles; 2C CD8+ T cell-vesicle binding, flow cytometry; stronger effect = lower value; calls only at 7 µM; 0.068% of 330,000 active;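 active = response, share of CD8 T cells binding vesicles, and their 90th percentile fluorescence all below set limits, cut at about 80% in these data, passing the limit was not always enough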
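Assay system: 2C TCR transgenic mouse naive CD8+ T cells, MACS-purified | Read-out: CD8+ gate FL2 mean fluorescence as % of same-row positive control | Signal: High-throughput flow cytometry with anti-B7-1 and anti-CD8 staining | Timing: Binding step 1.5 h, 37 °C, antibody labelling 20 min, ice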
NTR1 agonist = agonists of NTR1, primary screen, imaging, U2OS cells, beta-arrestin-GFP, high content (AID 493036) | P30989 | NTR1-U2OS beta-arrestin-GFP spot imaging, agonist mode | activation, % at 20 µM | 0.17% of 330,000 active;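 active = activation at or above 40% of the spot to cytoplasm intensity ratio, with at least 20 cells analyzed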;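 note: 0% = DMSO without peptide and 100% = 100 nM NTR1 peptide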
Target sequence (P30989 whole entry, looked up): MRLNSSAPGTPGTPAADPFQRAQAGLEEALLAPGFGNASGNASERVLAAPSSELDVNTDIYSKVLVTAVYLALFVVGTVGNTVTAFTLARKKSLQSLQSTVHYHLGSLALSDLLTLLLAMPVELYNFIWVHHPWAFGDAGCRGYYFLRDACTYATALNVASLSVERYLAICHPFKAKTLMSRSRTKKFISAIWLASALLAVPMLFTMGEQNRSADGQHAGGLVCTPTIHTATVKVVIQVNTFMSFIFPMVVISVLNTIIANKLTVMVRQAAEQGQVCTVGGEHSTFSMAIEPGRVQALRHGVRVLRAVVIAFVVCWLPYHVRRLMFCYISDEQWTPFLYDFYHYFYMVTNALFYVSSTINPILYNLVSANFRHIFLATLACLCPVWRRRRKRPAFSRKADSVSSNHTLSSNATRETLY
NOD1 inhibition = NOD1 signaling inhibitors, primary screen, cell-based, luminescence, uHTS (AID 1578). NOD1-driven NF-kB luciferase reporter cells, luminescence; higher % means a stronger effect. inhibition, % at 4 µM, or EC50 in µM where a hit was titrated. 1% of 290,000 active; in the data active = inhibition mostly above about 36%, no sharp cut-off; inactive = mostly below about 34%;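 note: HEK-293T reporter cells stimulated with the NOD1 agonist gamma-tri-DAP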
KOR beta-arrestin-1 = kappa opioid receptor activators – cell-based, luminescence, uHTS, primary screen (AID 1777). KOR beta-arrestin recruitment, luminescence; higher % means a stronger effect. one-dose activation, % at 10 µM; EC50 in µM for titrated hits. 0.02% of 280,000 active; in the data active = activation above about 50%, passing the limit was not always enough; note: a part of the inactive calls stands beside numbers as strong as those of hits
Myeloid diff 2 = myeloid differentiation induction. ER-HoxA9 myeloid progenitors, lysozyme-GFP differentiation, flow cytometry. calls only at 10 µM. 1% of 360,000 active. AID 624256;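 active = normalized GFP-positive differentiation at or above the plate's own cutoff, the solvent-only control mean plus 3 SD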;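 note: cells exposed to compound for four days before flow analysis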
KOR beta-arrestin-2 = KOR antagonists, beta-arrestin recruitment, cell-based, luminescence, uHTS (AID 1778); KOR beta-arrestin recruitment, luminescence, antagonist mode; higher % means a stronger effect; 0.091% of 290,000 active; inhibition, % at 10 µM, or IC50 in µM where a hit was titrated; note: strong numbers were not always called active
GPR55 beta-arrestin = selective activators of receptor GPR55 – imaging, U2OS cells, beta-arrestin-GFP redistribution, primary screen (AID 1961); U2OS GPR55 beta-arrestin-GFP redistribution imaging; higher % means a stronger effect; activation, % at 10 µM; hits with a dose series show EC50 in µM; 0.048% of 290,000 active;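 active = activation above 40% with more than 50 cells counted in the well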;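 note: U2OS osteosarcoma cells stably expressing GPR55 and beta-arrestin-GFP; plate controls were DMSO negative control for no effect and LPI positive control for full effect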
T cell modulator vesicle-bound % = also measured in T cell modulator; calls as there; double positive events, %; measured here: CD8+ vesicle-bound cell fraction;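 binding gate set so that unloaded-vesicle control wells show 10% double positive cells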
NTR1 agonist cell count 20 µM = also measured in NTR1 agonist; calls as there; cell count; measured here: cell count, cytotoxicity flag
Myeloid diff 2 GFP+ MAC1+ % = second read-out of Myeloid diff 2, no call of its own (marks repeat the call); GFP+ MAC1+ double positive, %; measured here: differentiation confirmed by MAC1 staining
Starred values were filed as active, the others as inactive; i = inactive; · = not tested or not shown; [ ] = dose if it differs, or a comment. Cut-off read from the data, not from the text of the source, unless noted: active = inhibition above about 50%; inactive = the rest. A portion of the library; rates above refer to the full screens.

SMILES	GPR55 antagonists	NOD2 inhibition	T cell modulator	T cell modulator vesicle-bound %	NTR1 agonist	NTR1 agonist cell count 20 µM	NOD1 inhibition	KOR beta-arrestin-1	Myeloid diff 2	Myeloid diff 2 GFP+ MAC1+ %	KOR beta-arrestin-2	GPR55 beta-arrestin
CCN(C(=O)COC(=O)c1nn(-c2ccccc2)c(=O)c2ccccc12)C1CCS(=O)(=O)C1 (stereo unspecified)	9%	5%	i	51	-0.9	57	-5%	-3.2%	i	0.3	4%	-0.1%
CN(CCCC(=O)Nc1ccc(OC(F)F)cc1)S(=O)(=O)c1ccc(F)cc1	-6%	13%	i	45	-0.6	44	14%	2.1%	i	1.4	7%	-0.2%
O=C(CCCCCN1C(=O)c2ccccc2C1=O)NCc1ccccn1	-8%	9%	i	43	-1.3	30	-8%	2.1%	i	1.0	-2%	-0.2%
CC(=O)c1cccc(Nc2nc(-c3ccccc3)nc3ccccc23)c1	13%	6%	i	55	27	47	-12%	7.1%	i	0.4	-24%	0.3%
CCOC(=O)N1CCN(Cc2ccc3c(c2)OCO3)CC1	5%	8%	i	60	1.0	48	-15%	-2.4%	i	0.6	-51%[20 µM]	0.0%
S=c1[nH]nc(CSCc2ccc(Cl)cc2Cl)n1-c1ccccc1	-1%	9%	i	17	5.1	61	-18%	-3.1%	i	9.6	-25%	-0.3%
Cc1cc(Br)ccc1SCC(=O)OCC(=O)NC(C)c1ccccc1 (stereo unspecified)	-4%	10%	i	38	-2.5	61	-4%	11%	i	0.7	-15%	0.1%
CCCc1nnc(SCC(=O)N2CCOCC2)n1C	7%	20%	i	7	-1.3	76	-6%	-0.3%	i	0.5	20%	-0.4%
O=C(NCc1ccccc1)/C(=C\c1ccc([N+](=O)[O-])cc1)NC(=O)c1ccco1	1%	11%	i	58	-1.3	84	-26%	-4.7%	i	0.9	-2%	0.0%
CC(=O)Nc1scc(-c2ccccc2)[n+]1-c1ccc(C)cc1	2%	9%	i	48	-0.6	43	-8%	-18%	i	0.2	-9%	-0.4%
Cc1ccc(-n2cnc3ncnc(-c4ccccc4)c32)cc1	5%	13%	i	53	-1.3	96	22%	0.0%	i	0.1	-12%[20 µM]	-0.1%
COc1ccc(C2CC(c3ccc(Cl)cc3Cl)Nc3nc(N)nn32)cc1OC (stereo unspecified)	4%	6%	i	60	-3.3	48	-22%	-1.1%	i	0.8	22%	-0.1%
Cc1ccc(CNC(=O)CN(c2ccc(C)cc2)S(=O)(=O)c2c(C)nn(C)c2C)cc1	-7%	12%	i	32	-1.2	48	-26%	-4.6%	i	1.0	1%	-0.2%
C/C=C/c1ccc(Oc2nnnn2-c2ccc(C(=O)O)cc2)c(OC)c1	3%	0%	i	58	1.2	70	1%	0.0%	i	1.4	12%	0.3%
COc1ccccc1NC(=S)NCc1ccc2c(c1)cc(C)n2C	-10%	13%	i	42	1.3	33	-47%	-3.0%	i	0.5	-14%	0.3%
COC1C=CC(CNC(=O)c2cc3c(=O)n4cccc(C)c4nc3n2C)(OC)O1 (stereo unspecified)	-7%	0%	i	24	1.8	97	-17%	-4.2%	i	0.2	-6%	0.5%
COc1ccc(C(=O)Nc2ccc(S(=O)(=O)Nc3nccnc3OC)cc2)cc1OC	9%	1%	i	51	-1.4	52	-12%	-2.9%	i	0.5	-14%	0.4%
COc1cc(C)cc(CN2CCC(Cc3ccccc3)CC2)c1O	18%	11%	i	72	1.0	85	-6%	-3.8%	i	0.7	-14%	0.0%
C/C(N)=C(/C#N)C(=O)COC(=O)c1cc(-c2cccc(Br)c2)nc2ccccc12	16%	4%	i	41	32	38	49%	3.3%	i	1.1	-48%	-0.2%
CCOc1ccc(CNS(=O)(=O)c2cc(-c3cc(C)no3)ccc2OC)cc1OC	2%	3%	i	58	0.7	77	-7%	8.6%	i	6.6	0%	0.4%
CCN1CCN(C(=S)c2ccc(Cl)c(Cl)c2)CC1	6%	5%	i	45	-1.1	46	-1%	-4.9%	i	1.3	-21%	-0.1%
O=C(Nc1ccccc1N1CCN(C(=O)c2ccccc2)CC1)c1ccc([N+](=O)[O-])o1	17%	-1%	·	·	16	52	-10%	-2.8%	i	0.8	-36%	0.2%
COc1ccc(CNC(=O)c2ccc(CN3CCOCC3)cc2)cc1	1%	-5%	i	26	-1.3	80	-5%	-5.1%	i	0.5	-18%	0.3%
Cc1cc2c(cc1C)C(c1ccccc1Br)CC(=O)N2 (stereo unspecified)	-3%	14%	i	22	5.3	59	-6%	0.6%	i	0.5	·	0.3%
COc1ccc(Cc2nnc(Nc3ccc(C)cc3C)[nH]c2=O)cc1	14%	18%	i	48	-1.7	83	·	-0.3%	i	0.9	10%	-0.1%
COc1ccc(-c2nc3c(c(=O)[nH]c(=O)n3Cc3ccccc3)n2Cc2ccccc2)cc1	-7%	14%	i	40	9.2	45	52%	·	i	2.5	-12%	0.3%
CNc1nc2c(c(=O)n(C)c(=O)n2C)n1CCCc1ccccc1	6%	10%	i	16	0.0	63	7%	2.9%	i	0.4	-7%	0.4%
COc1ccccc1CNC(=O)CC(C)c1ccccc1 (stereo unspecified)	-3%	1%	i	31	-0.5	63	1%	-2.6%	i	0.6	-6%	-0.1%
COc1cccc(C(CC(=O)Nc2cccc3ccccc23)NC(=O)c2ccccc2)c1 (stereo unspecified)	7%	-1%	·	·	5.5	83	6%	3.2%	i	4.9	-28%	-0.1%
COc1cccc2cc(C(=O)C3=C(O)C(=O)N(CCCN(C)C)C3c3ccncc3)oc12 (stereo unspecified)	2%	8%	·	·	·	·	-7%	-2.2%	·	·	-1%	1.5%
COc1cc(NC(=S)NC(=O)c2ccccc2F)ccc1NC(=O)c1ccco1	0%	15%	i	28	-1.2	50	-43%	-1.1%	i	0.5	·	0.6%
COCC(=O)OCC(=O)Nc1ccccc1-c1ccccc1	6%	0%	i	34	-0.8	52	-25%	-0.7%	i	0.2	-2%	-0.2%
COc1c(C(=O)NCCSC(C)(C)C)ccc2ccccc12	9%	-21%	i	9	2.7	55	-43%	8.3%	i	0.2	-14%	-0.2%
CS(=O)(=O)Nc1ccc(C2=NN(C(=O)C3CCCCC3)C(c3cccs3)C2)cc1 (stereo unspecified)	-7%	10%	i	52	9.7	70	19%	1.8%	i	2.2	-25%	-0.2%
Cc1cc(N/N=C2/CCCc3ccccc32)nc2ccccc12	15%	-50%	i	4	26	43	-58%	-2.0%	i	0.4	-17%	-0.3%
Cn1c(NCCCN2CCOCC2)nc2c1c(=O)n(Cc1ccc(Cl)cc1)c(=O)n2C	10%	-1%	i	52	2.3	53	-13%	1.0%	i	2.6	9%	-0.2%
O=C(Nc1nnc(COc2ccc(Cl)cc2)s1)c1ccco1	6%	6%	i	45	0.8	65	-15%	·	i	0.5	-10%[20 µM]	0.2%
CN(C)C(CNC(=O)CNC(=O)Cc1cccc2ccccc12)c1ccccc1 (stereo unspecified)	-3%	-18%	i	28	0.2	65	-41%	2.3%	i	0.4	-4%	·
Cc1ccnc(NS(=O)(=O)c2ccc(Oc3ccccc3)cc2)c1	4%	32%	i	48	-0.9	66	32%	-3.7%	i	2.4	-25%	0.3%
O=C(CC(c1ccccc1)c1ccccc1)NCc1cccnc1	1%	5%	i	24	-1.2	42	-29%	-4.2%	i	1.9	-17%	0.2%
Cc1cccc(CN2CCCC(C(=O)N3CCCCC3)C2)c1 (stereo unspecified)	2%	-15%	i	28	-0.3	99	-2%	-0.9%	i	1.0	-26%	0.0%
Cc1oc(CC(C)C)cc1C(N)=O	4%	-4%	i	23	-1.2	98	-35%	·	i	0.3	-55%[20 µM]	-0.1%
COc1ccc(-c2csc3nc(C(C)(C)C)oc(=O)c23)cc1OC	5%	22%	i	41	10	87	-2%	0.1%	i	0.4	4%	-0.3%
CN(C)/C=C(\C=O)c1ncc(C(F)(F)F)cc1Cl	7%	3%	i	56	0.3	61	-4%	-1.0%	i	0.2	-11%	0.9%
Cc1cc(C(=O)N2CCc3ccccc3C2)no1	-8%	-3%	i	50	-1.1	58	-9%	-1.6%	i	2.4	-2%	0.3%
CC(=O)Oc1c(Br)cc(N(C(C)=O)S(=O)(=O)c2ccccc2)c2ccccc12	0%	32%	i	8	1.4	59	14%	-2.6%	i	0.2	-2%[20 µM]	0.3%
CN(C)/C=C/C(=O)c1ccc(F)cc1F	17%	-1%	i	26	0.1	48	-2%	1.4%	i	0.6	6%	0.3%
COc1ccccc1N1CCN(c2nc(N)c(C#N)c(CC#N)c2C#N)CC1	-10%	1%	i	35	3.5	45	1%	3.2%	i	0.5	-10%	-1.0%
